AmpC inh no detg – qHTS Inhibitors of AmpC Beta-Lactamase (assay without detergent); P00811; AID 485341, 2010; 330,000 tested, 0.52% active; AmpC nitrocefin hydrolysis, absorbance 480 nm, 0.0001% Triton; Potency, µM (doses to about 57.1 µM), without a hit: at the top dose activity change, negative = inhibition, actives largely listed as inhibitors;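 note: potency is the fitted concentration of half-maximal effect; plate controls were no compound for no effect and no enzyme for full effect; nearly all actives have a fitted effect of over 20% in size; some results filed as inactive show a strong effect at the top dose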
Target sequence (P00811 whole entry, looked up): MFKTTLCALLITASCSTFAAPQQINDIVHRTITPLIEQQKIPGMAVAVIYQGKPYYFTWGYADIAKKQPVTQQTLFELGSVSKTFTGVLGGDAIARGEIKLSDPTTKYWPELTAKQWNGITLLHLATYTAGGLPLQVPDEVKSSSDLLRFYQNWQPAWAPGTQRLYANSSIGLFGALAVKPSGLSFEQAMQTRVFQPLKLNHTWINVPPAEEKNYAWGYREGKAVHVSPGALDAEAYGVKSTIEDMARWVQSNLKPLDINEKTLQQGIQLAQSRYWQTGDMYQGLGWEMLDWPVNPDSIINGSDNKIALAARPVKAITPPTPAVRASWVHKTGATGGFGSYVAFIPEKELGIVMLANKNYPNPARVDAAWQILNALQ
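20 mM phosphate pH 7.0 + 0.01% (detergent screen) or 0.0001% Triton X-100; 5.3 nM AmpC reagent; cpd preinc 15 min RT; nitrocefin (800 uM stock) to start; A480 q20 s × 4 min; Activity was normalised to no-enzyme and no-compound control wells.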
AMA1-RON2 inh – qHTS for Inhibitors of AMA1-RON; Towards Development of Antimalarial Drug Lead: Primary Screen | Potency, µM (doses to about 58.2 µM), for the others: top-dose activity change, negative = inhibition, usual class: inhibitors | 360,000 tested, 0.2% active | Plasmodium falciparum AMA1 (3D7) - RON2 peptide interaction | AlphaScreen AMA1-biotinylated RON2 peptide binding;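 note: potency is the fitted concentration of half-maximal effect; 0% = vehicle wells and -100% = peptide control; nearly all actives have a fitted effect of over 45% in size; some results filed as inactive show a strong effect at the top dose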
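AMA1 (3D7) with his tag at 25 nM final met compounds first, then biotinylated RON2 peptide at 25 nM; detection used donor plus acceptor beads, 10 µg/mL apiece, read by AlphaScreen after 30 min at room temperature.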
TbPYK inhibitor – qHTS of Trypanosoma Brucei Inhibitors. pyruvate kinase (Trypanosoma brucei), Q57TT1. TbPYK enzyme, Kinase-Glo Plus ATP luminescence, 45 min. Potency, µM (top dose mostly 76.8 µM), for inactives: at the top dose activity, negative = inhibition, actives largely listed as inhibitors. 410,000 tested, 0.12% active. AID 624173, 2012; note: potency is the fitted concentration of half-maximal effect; nearly all actives have a fitted effect of over 50% in size
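Readout: single end-point luminescence (Kinase-Glo Plus, 10 min). Reaction conditions were TbPYK/substrate plus 130 uM ADP, 45 min at RT, pH 7.2 TEA buffer. No-enzyme wells served as controls, and data were normalized before concentration-response fitting.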
LmPK inhibitor – qHTS Assay for Inhibitors of Leishmania Mexicana Pyruvate Kinase (LmPK). purified LmPK, Kinase-Glo ATP luminescence, 1 h. Potency, µM (highest dose often 57.5 µM), for the others: at the top dose activity change, negative = inhibition, actives largely listed as inhibitors. 290,000 tested, 0.37% active; note: potency is the fitted concentration of half-maximal effect
Target sequence (Q27686 whole entry, looked up): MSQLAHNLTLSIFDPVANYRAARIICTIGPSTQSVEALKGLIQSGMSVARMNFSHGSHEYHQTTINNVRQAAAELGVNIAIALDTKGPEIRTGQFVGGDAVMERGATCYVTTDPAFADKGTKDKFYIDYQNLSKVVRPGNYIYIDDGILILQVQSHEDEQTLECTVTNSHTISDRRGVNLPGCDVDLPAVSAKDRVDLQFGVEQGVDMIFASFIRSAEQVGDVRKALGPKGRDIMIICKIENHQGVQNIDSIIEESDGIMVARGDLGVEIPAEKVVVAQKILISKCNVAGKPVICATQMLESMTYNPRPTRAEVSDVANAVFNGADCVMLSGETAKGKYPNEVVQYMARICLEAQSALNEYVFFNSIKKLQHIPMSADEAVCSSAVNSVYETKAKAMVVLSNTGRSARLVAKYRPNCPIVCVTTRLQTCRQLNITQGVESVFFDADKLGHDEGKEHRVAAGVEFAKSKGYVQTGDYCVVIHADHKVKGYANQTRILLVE
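Purified LmPK (0.1 nM) converted ADP (0.1 mM) to ATP with PEP (0.5 mM) in imidazole buffer pH 7.2 with KCl and MgCl2, 1 h at room temperature. ATP was read by Kinase-Glo luminescence; data normalized to uninhibited and no-enzyme controls.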
HCV inhibitor – qHTS Assay for Inhibitors of Hepatitis C Virus (HCV); Huh7.5.1 HCVcc-Cre infection, luciferase reporter, 44 h; Potency, µM (highest dose often 41.8 µM), for the others: at the highest dose activity change, negative = inhibition, actives largely listed as inhibitors; 340,000 tested, 3.4% active; note: potency is the fitted concentration of half-maximal effect
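Cells seeded at 1,000/well and cultured 4 h, then compounds added followed by HCVcc-Cre virus (~0.5 moi). After 44 h further culture, luciferase substrate was added, plates held 15 min at room temperature, and luminescence read for 15 sec.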
HCMV inh – qHTS Assay for inhibitors of the human cytomegalovirus (HCMV). HFF cells, HCMV-luciferase reporter, 72 h; active compounds read low. activity change, negative = inhibition, % at 57.5 µM. 410,000 tested, 4.5% active; in the data active = activity change below about -60%; inconclusive = no clear call, values can overlap the other calls; inactive = above about -39%
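Luciferase read-out from HCMV-luciferase-infected HFFs (MOI 1 PFU/cell) 72 h post infection at 37C; compounds added after 16 h cell attachment; activity normalized between buffer-only basal and Salinomycin (10uM) inhibitor controls.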
AmpC detergent – qHTS Inhibitors of AmpC Beta-Lactamase (assay with detergent). P00811. AmpC hydrolysis of nitrocefin, absorbance 480 nm, 0.01% Triton. Potency, µM (titrated, usually from 114 µM), inactives show at the highest dose activity change, negative = inhibition, most hits filed as inhibitors. 370,000 tested, 0.041% active. AID 485294, 2010;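 note: potency is the fitted concentration of half-maximal effect; 0% = no-compound wells and -100% = no-enzyme wells; nearly all actives have a fitted effect of over 25% in size; some results filed as inactive show a strong effect at the top dose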
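20 mM phosphate pH 7.0 + 0.01% (detergent screen) or 0.0001% Triton X-100; 5.3 nM AmpC reagent; cpd preinc 15 min RT; nitrocefin (800 uM stock) to start; A480 q20 s × 4 min; Activity was normalised to no-enzyme and no-compound control wells.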
An asterisk follows results filed as active; ? = inconclusive; / = no result given; & = joins results of further samples; [ ] = remark or other dose. Unless noted, calls come from the whole dose curve; as a rule, active = well fitted curve in the direction sought with a large enough effect; inconclusive = small, poorly fitted or top-dose-only effect, or another doubt; inactive = no such curve, though single readings can be large; an effect the other way counts as inactive or inconclusive. Unless noted, % is set by controls: 0 for no effect and ±100 for the full control effect.

Order of values – LmPK inhibitor	HCMV inh	AMA1-RON2 inh	AmpC detergent	TbPYK inhibitor	AmpC inh no detg	HCV inhibitor
- Cc1cc(C)c2cc(C(=O)Nc3ccccc3)[nH]c2c1
    1%	?	-7%	-3%	-12%	-38%	?
- O=S(=O)(Nc1ccc2[nH]ncc2c1)c1ccccc1Cl
    -1%	-27	9%	-6%	-26%	-31%	-7%
- CC1(c2ccc(OC(F)F)cc2)NC(=O)N(CC(=O)NC2CCCCC2)C1=O (stereo not drawn)
    -4%	3	6%	?	7%	-4%	-4%
- O=C(NCC1CCCO1)c1cc(-c2ccc(F)cc2)no1 (stereo not drawn)
    -7%	59	11%	-14%	-4%	-11%	5%
- O=C(Nc1ccc(Nc2ccccc2)cc1)N1CCOCC1
    1%	-63*	1%	-3%	-9%	-39%	-4%
- CCCCCn1c(=O)[nH]c2cc(C(=O)NC3CCN(Cc4ccccc4)CC3)ccc2c1=O
    /	-26	8%	/	0%	/	13%
- CC1(C2CC2)NC(=O)N(CC(=O)N2CCN(c3ccccc3Cl)CC2)C1=O (stereo not drawn)
    /	5	4%	5%	7%	53%	15%
- COc1ccc(N(CC(=O)N2CCc3ccccc3C2)S(=O)(=O)c2c(C)nn(C)c2C)cc1
    10%	24	0%	?	-6%	133%[activator]	-7%
- CCN(C(=O)CSc1nc(C)nc2sc(C)c(C)c12)C1CCS(=O)(=O)C1 (stereo not drawn)
    /	8	24%	?	-1%	-17%	-29%
- COC(=O)C1C2C=CC3(CN(C(C)c4ccc(OC)cc4)C(=O)C13)O2 (stereo not drawn)
    1%	-10	27%	-7%	0%	-23%	12%
- O=C(COc1ccccc1Cl)N(Cc1cccs1)C1CCS(=O)(=O)C1 (stereo not drawn)
    3%	-31	14%	-6%	-1%	-8%	3%
- O=C1CCS/C(=N\N=C\c2ccc(Cl)cc2Cl)N1
    3%	?	4%	1%	-9%	-12%	8%
- Cc1ccccc1-c1cc(C(=O)NCc2ccc(OC(F)(F)F)cc2)nn1CC1CC(c2cccc([N+](=O)[O-])c2)=NO1 (stereo not drawn)
    /	17	-10%	/	5%	-27%	?
- O=C(CSCc1nc2c(nnn2Cc2ccc(F)cc2)c(=O)[nH]1)Nc1c(Cl)cc(Cl)cc1Cl
    -1%	6	14%	-6%	0%	?	5%
- Nc1c(NCCc2ccccc2)c2ccccc2oc1=O
    -3%	?	31%[activator]	-2%	1%	-34%	-12%
- O=C(N=C1SC2CS(=O)(=O)CC2N1c1cccc(Cl)c1)C1CCCO1 (stereo not drawn)
    4%	-2	-1%	-6%	1%	-4%	10%
- N#CCCN(CC(=O)O)S(=O)(=O)c1ccccc1
    0%	-16	-6%	7%	4%	-13%	11%
- COc1cccc(N2CCN(c3ncnc4c3[nH]c3ccccc34)CC2C)c1 (stereo not drawn)
    1%	-102*	/	0%	/	-14%	10µM*
- Cn1c(=O)[nH]c(=O)c2c1nc(NCCc1ccccc1)n2Cc1ccc(F)cc1
    /	26	/	5%	-7%	/	/
- CCCCN(CC)CCNC(=O)CCC(=O)Nc1ccc2nc(N3CCN(C)CC3)cc(C)c2c1
    0%	0	-19%	-10%	-1%	-7%	-16%
- CCN(CC)S(=O)(=O)c1ccc(C(=O)OCC(=O)Nc2sc3c(c2C#N)CCCCC3)cc1
    1%	80	-3%	-6%	-6%	-35%	-22%
- COCCNC(=S)NNC(=O)c1ccc(-n2cnnn2)cc1
    0%	3	60%[activator]	?	0%	-17%[11.4 µM]	6%
- O=C1CCCC2=C1C1c3ccccc3C(=O)N1c1ccc(C(=O)c3ccccc3)cc1N2 (stereo not drawn)
    4%	-76*	12%	?	2%	50%	?
- COC(=O)[C@H](CC(C)C)NC(=O)NCc1ccc(Cl)cc1
    -3%	19	10%	-9%	-12%	0%	23%
- COC(=O)CN1C(C)=Nc2ccc(Br)cc2C1c1ccccc1 (stereo not drawn)
    -2%	-21	-17%	-3%	5%	16%	3%
- CCOc1ccc(NC(=O)Cn2nnc(C(=O)NCc3cccs3)c2N)cc1
    0%	17&-19	2%	3%&3%	0%&1%	?	-13%
- Nc1c(C(=O)O)cnc2nc(N3CCOCC3)nn12
    3%	2	20%	1%	1%	-20%	16%
- CC(C)(C)c1ccc(C(CC(=O)O)NC(=O)c2ccccc2F)cc1 (stereo not drawn)
    4%	-26	-1%	?	0%	-19%	16%
- COc1cccc(/C=C2\SC(N)=NC2=O)c1OS(=O)(=O)c1ccccc1
    2%	2	-2%	6%	3%	-20%	-1%
- CCC(C(=O)Nc1nnc2n1CCS2)c1ccccc1 (stereo not drawn)
    /	14	/	2%	2%	/	/
- Cc1ccc2oc(=O)c3cnn(CC(=O)NC4CCC(C)CC4)c3c2c1 (stereo not drawn)
    15%	7	0%	?	-10%	-13%	0%
- COc1ccc(C=NOCC(=O)OCC(=O)Nc2ccc(OC)cc2)cc1
    /	-11	3%[11.6 µM]	/	-5%	-8%	15%
- CC(=O)N1CCN(C(=O)C2CCN(S(=O)(=O)c3ccccc3C(F)(F)F)CC2)CC1
    /	0	-4%	/	0%	-11%	10%
- Cc1[nH]c2ccc(Br)cc2c(=O)c1CN1CCCCCC1
    0%	-29	0%	0%	1%	-6%	-21%
- COCC(=O)Nc1nc2n(n1)C(c1ccc(Cl)cc1)CC(c1ccc(OC)cc1)N2 (stereo not drawn)
    9%	?	15%	?	-11%	97%[activator]	?
- CC(C)c1cc(C(=O)OCC(=O)N2CCN(C(=O)c3ccco3)CC2)c(O)c(C(C)C)c1
    0%	?	-8%	5%	-6%	78%[activator]	?
- COc1ccc(-c2nc3c(c(=O)c4ccccc4n3C)c(=O)n2Cc2ccccc2)cc1
    5%	?	-10%	?	-14%	-22%	?
- CC(C)COc1ccc(C(=O)N(CC(=O)Nc2ccccc2C(F)(F)F)Cc2ccco2)cc1
    /	-18	1%	?	-2%	32%	?
- CC(=O)N1CCCc2cc(S(=O)(=O)Nc3ccc(OC(F)(F)F)cc3)ccc21
    /	-1	/	2%	3%	/	/
- CC(C)CNC(=O)C(=O)Nc1cc2c3c(c1)CCC(=O)N3CCC2
    -9%	15	19%	-2%	4%	-11%	-4%
- C=C1C[C@H]2[C@@H]3C=C(C)C4=CC(=O)CC[C@]4(C)[C@H]3CC[C@]2(C)[C@@]1(OC(C)=O)C(C)=O
    /	-18	-12%	-5%	1%	156%[activator]	?
- CCSc1nnc(NC(=O)COc2ccccc2)s1
    -1%	-21	4%	-7%	-6%	-22%	4%
- CCN(CC)CCNC(=O)CCc1n[nH]c(=O)c2ccccc12
    -6%	-9	24%	?	3%	-13%	12%
- CN(C1CCCCC1)S(=O)(=O)c1ccc(C(=O)O)cc1
    7%	15	0%	-1%	5%	-19%	2%
- O=C(NC(=S)Nc1ccc(C(=O)N2CCOCC2)cc1)c1ccc([N+](=O)[O-])cc1
    3%	-8	0%	9%	0%	-5%	?
- Cc1ccnc(N2CCC(C(=O)NNC(=O)c3ccncc3)CC2)n1
    0%	-5	11%	6%	1%	-8%	9%
- Cc1ccc(N2CC(C(=O)Nc3ccc(N4CCOCC4)cc3)CC2=O)cc1C (stereo not drawn)
    4%	3	-3%	-4%	-12%	0%	15%
- CCNS(=O)(=O)c1ccc2nc(NC(=O)c3cccnc3)sc2c1
    -4%	21	-1%	?	-1%	-12%	6%
- COc1ccc(/C=C2/CC/C(=C\c3ccc(OC)c(OC)c3OC)C2=O)c(OC)c1OC
    2%	15	-18%	?	-4%	-15%	?
- CC/C(O)=C1\C(=O)CC(c2ccccc2)CC1=NCCc1c(C)[nH]c2ccc(C)cc12 (stereo not drawn)
    1%	-3	0%	-7%	-2%	0%	-2%[8.37 µM]
- O=C(c1cccnc1Nc1ccc2c(c1)CCC2)N1CCOCC1
    -3%	44	-6%	?	-4%	-25%	7%
- COc1ccccc1/C=C/C=N/NC(=O)c1cc(-c2ccc(C)o2)[nH]n1
    8%	?	43%[activator]	0%	2%	-44%	10µM*
- CC(CC(=O)Nc1ccc2c(c1)c(=O)n(C)n2-c1ccccc1)c1ccccc1 (stereo not drawn)
    /	-30	6%	/	0%	/	/
- CCOC(=O)/C(C#N)=C/c1c(Oc2cc(C)cc(C)c2)nc2ccccn2c1=O
    6%	21	4%	?	5%	-5%	?
- C=C(C)CCC(C)N1CCC(n2nccc2NC(=O)CCOc2ccccc2)CC1 (stereo not drawn)
    0%	-89*	9%	3%	2%	23%	-21%
- CCOc1ccc(C2N(c3cc(Cl)ccc3OC)C(=O)C3CCCN32)cc1OC (stereo not drawn)
    -4%	10	18%	-8%	-3%	12%	2%
- CCc1ccccc1NC1=NCC(=O)N1Cc1ccc(OC)cc1
    9%	-1	-1%	-15%	-3%	10%	1%

Single records, as listed above.
`COc1ccc(C=NOCC(=O)OCC(=O)Nc2ccc(OC)cc2)cc1` reads LmPK inhibitor: /; HCMV inh: -11; AMA1-RON2 inh: 3%[11.6 µM]; AmpC detergent: /; TbPYK inhibitor: -5%; AmpC inh no detg: -8%; HCV inhibitor: 15%
`CC(C)CNC(=O)C(=O)Nc1cc2c3c(c1)CCC(=O)N3CCC2` reads LmPK inhibitor: -9%; HCMV inh: 15; AMA1-RON2 inh: 19%; AmpC detergent: -2%; TbPYK inhibitor: 4%; AmpC inh no detg: -11%; HCV inhibitor: -4%

Screens: PubChem BioAssay, National Center for Advancing Translational Sciences (NCATS)
